Compound activity deposited in PubChem BioAssay by National Center for Advancing Translational Sciences (NCATS).
p53 reactivation – mutant p53 re-activation in reporter cells; H1299 p53-A138V BP100-luciferase reporter, luminescence, 24 h; Potency, µM (highest dose often 92.2 µM), without a hit: at the highest dose activity change, positive = activation, actives largely listed as activators; actives 0.063% (n = 320,000); also: potency is read from the fitted curve at half-maximal effect; % of control where 0% means no effect; nearly all actives have a fitted effect of over 45% in size
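H1299 (p53-null), stable ts p53-A138V + BP100-Luc; 1000 cells/well, Opti-MEM/10% FBS; cpd 4 pt, 1:5; 24 h, 37 deg C, 5% CO2; detection reagent 10 min RT; luminescence.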
ELG1 genotoxic – induces genotoxicity in HEK293T cells with luciferase-tagged ELG1. HEK293T ELG1-luciferase reporter, luminescence, 16 h. Potency, µM (titrated, usually from 46 µM), inactives show top-dose activity change, positive = activation, actives largely listed as activators. actives 1.3% (n = 330,000). AID 504466; also: potency is read from the fitted curve at half-maximal effect; % of control where 0% means no effect; nearly all actives have a fitted effect of over 60% in size
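HEK293T cells expressing luciferase-tagged ELG1 were exposed to compound or DMSO vehicle for 16 hr at 37 °C and 5% CO2. Luciferase activity was then measured with ONE-Glo after 30 min at room temperature.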
ELG1 repair inh – inhibitors of ELG1-dependent DNA repair in HEK293T cells. HEK293T ELG1-luciferase reporter, luminescence, 16 h; DNA damage induced by 5-fluorouridine. Potency, µM (titrated, usually from 46.1 µM), for inactives: top-dose activity change, negative = inhibition, most hits filed as inhibitors. actives 2.3% (n = 330,000). AID 504467; also: potency is read from the fitted curve at half-maximal effect; % is scaled to controls: 0 for no effect and ±100 for the full control effect; nearly all actives have a fitted effect of over 55% in size
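Luminescence from the luciferase reporter, measured 30 min after ONE-Glo reagent at room temperature, was the read-out. Beforehand, 2,000 cells per well were exposed for 16 hr at 37 °C to 5-fluorouridine together with compound or vehicle.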
Tb PFK inh – blocks T. brucei phosphofructokinase; O15648; T. brucei PFK, ADP-Glo luminescence; Potency, µM (series often up to 57.5 µM), for inactives: at the highest dose activity, negative = inhibition, most hits filed as inhibitors; actives 0.17% (n = 330,000); AID 485367;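 also: potency is read from the fitted curve at half-maximal effect; 0% = uninhibited 1x PFK enzyme wells and -100% = no-enzyme wells; nearly all actives have a fitted effect of over 60% in size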
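Compounds were pin-transferred as a titration series up to 57 uM into substrate buffer (0.5 mM F6P, 0.1 mM ATP, pH 8.0), then 1.25 nM PFK was added and reactions ran 45 min before ADP-Glo detection.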
RORg inh – inhibitors of mouse ROR gamma transcriptional activity; Drosophila S2 Gal4-RORgamma UAS-luciferase reporter, 20 h; AID 2551; Potency, µM (highest dose often 53.6 µM), for the others: at the highest dose activity change, negative = inhibition, hits mostly inhibitors; P51450; actives 5.4% (n = 310,000); also: potency is read from the fitted curve at half-maximal effect; % is scaled to controls: 0 for no effect and ±100 for the full control effect; nearly all actives have a fitted effect of over 60% in size
Target sequence (P51450 whole entry, looked up, the tested form may be a part): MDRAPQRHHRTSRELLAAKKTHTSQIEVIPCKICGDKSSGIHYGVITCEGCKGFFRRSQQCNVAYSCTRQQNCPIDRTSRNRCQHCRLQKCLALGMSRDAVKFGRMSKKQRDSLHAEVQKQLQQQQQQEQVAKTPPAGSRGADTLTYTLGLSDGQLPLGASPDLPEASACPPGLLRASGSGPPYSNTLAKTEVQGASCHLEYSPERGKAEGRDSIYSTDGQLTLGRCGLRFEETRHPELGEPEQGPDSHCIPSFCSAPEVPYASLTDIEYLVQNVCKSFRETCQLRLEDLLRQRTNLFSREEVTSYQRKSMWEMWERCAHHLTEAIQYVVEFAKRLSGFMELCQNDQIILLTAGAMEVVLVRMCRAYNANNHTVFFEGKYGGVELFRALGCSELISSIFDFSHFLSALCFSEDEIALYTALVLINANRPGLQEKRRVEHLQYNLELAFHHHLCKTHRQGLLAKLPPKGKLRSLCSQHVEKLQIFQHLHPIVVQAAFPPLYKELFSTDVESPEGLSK
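Drosophila Schneider cells stably carrying a metallothionein-driven Gal4 DBD–ROR gamma fusion and a UAS-Photinus luciferase reporter were exposed to compound for 1 hr, then induced with copper sulfate (700 uM final) for 20 hr at ambient temperature before luminescence reading.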
BRCA1 expr act – activators of BRCA1 expression | MCF7-BRCA1-FFLuc reporter, luminescence, 48 h; response scale: scaled: vehicle 0%, 10 µM genistein 100% | actives 1.1% (n = 380,000) | AID 624202 | Potency, µM (highest dose often 46.1 µM), without a hit: at the highest dose activation, usual class: activators; also: potency is read from the fitted curve at half-maximal effect; nearly all actives have a fitted effect of over 80% in size; some results filed as inactive show a strong effect at the top dose
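MCF7-BRCA1-FFLuc, 2000 cells/well; 2 h attach, 37 °C/5% CO2; compound 48 h; luciferase substrate 15 min; luminescence end-point. Norm. to genistein 10 microM max activation and DMSO; concentration-response curves fitted.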
VP16 counter – inhibits Gal4-VP16 luciferase reporter, ROR gamma counter-screen. Drosophila S2 Gal4-VP16 UAS-luciferase, luminescence, 20 h. Potency, µM (top dose mostly 53.6 µM), for inactives: top-dose activity, negative = inhibition, hits mostly inhibitors. actives 3.5% (n = 310,000);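 also: Gal4-VP16 expression switched on by copper sulfate through the metallothionein promoter; potency is read from the fitted curve at half-maximal effect; % is scaled to controls: 0 for no effect and ±100 for the full control effect; nearly all actives have a fitted effect of over 50% in size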
NPC1 prom act – activators of NPC1 promoter. Potency, µM (series often up to 9.22 µM), for inactives: top-dose activation, most hits filed as activators. AID 485313. Huh7 NPC1 promoter luciferase reporter, 24 h. actives 2.4% (n = 320,000);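 also: potency is read from the fitted curve at half-maximal effect; % of control where 0% means no effect; nearly all actives have a fitted effect of over 60% in size; reporter is driven by a mutant NPC1 promoter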
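Stably transfected Huh7 (NPC1 promoter→luciferase), 1500 cells/well in Opti-MEM + 10% FBS, 2 h settle, then compound 24 h at 37 °C. Luminescence after 10 min with Amplite reagent.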
Rab9 prom act – activators of Rab9 promoter; Huh7 Rab9 promoter-luciferase reporter, luminescence, 24 h; Potency, µM (doses to about 9.22 µM), for inactives: at the highest dose activation, negative = inhibition, usual class: activators; actives 2.8% (n = 320,000); also: potency is read from the fitted curve at half-maximal effect; % of control where 0% means no effect; nearly all actives have a fitted effect of over 60% in size
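Cell-based reporter: Huh7 stable for Rab9 promoter-driven luciferase, plated in reduced-serum medium with 10% FBS at 1500 cells/well, compound-treated 24 h at 37 °C, luminescence read after 10 min reagent.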
TRPV1 agonist – agonists of human vanilloid receptor 1 (TRPV1); TRPV1-expressing cells, Fluo-8 calcium influx, agonist mode; activation, % at 8.33 µM; actives 0.19% (n = 320,000); in the data active = activation above about 80%; inconclusive = between about 30% and that limit; also: 0% is about no effect
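TRPV1-expressing cells were cultured overnight at 35.5C and loaded with Fluo-8 calcium dye for 40 to 90 min at room temperature. After a 10 s baseline, compound was added and calcium influx was read kinetically for 3 min (ex 480/em 520 nm).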
FLuc modulator – inhibits or activates purified firefly luciferase, miR-21 counter-screen; Potency, µM (top dose mostly 57.5 µM), for inactives: at the highest dose activity change, negative = inhibition, usual class: inhibitors; purified FLuc, Km substrates, luminescence inhibition; actives 6.9% (n = 360,000); P08659;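 also: potency is read from the fitted curve at half-maximal effect; plate controls were vehicle for no effect and reference inhibitor for full effect; nearly all actives have a fitted effect of over 55% in size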
Target sequence (P08659 whole entry, looked up): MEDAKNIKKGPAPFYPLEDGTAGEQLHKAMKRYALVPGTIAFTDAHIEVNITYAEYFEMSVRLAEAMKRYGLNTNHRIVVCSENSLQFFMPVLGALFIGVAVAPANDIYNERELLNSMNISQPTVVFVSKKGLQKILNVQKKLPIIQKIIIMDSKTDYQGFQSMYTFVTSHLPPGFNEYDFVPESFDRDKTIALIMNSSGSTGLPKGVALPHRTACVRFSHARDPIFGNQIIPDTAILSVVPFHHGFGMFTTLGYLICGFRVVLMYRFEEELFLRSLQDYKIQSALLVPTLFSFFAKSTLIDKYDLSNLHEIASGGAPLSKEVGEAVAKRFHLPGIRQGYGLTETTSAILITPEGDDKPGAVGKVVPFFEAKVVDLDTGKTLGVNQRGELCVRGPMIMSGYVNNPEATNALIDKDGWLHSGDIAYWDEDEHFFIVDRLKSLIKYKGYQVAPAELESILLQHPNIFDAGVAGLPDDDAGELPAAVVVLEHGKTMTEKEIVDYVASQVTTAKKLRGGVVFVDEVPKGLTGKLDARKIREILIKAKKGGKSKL
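Purified P. pyralis luciferase, 10 nM final, with Km-level 10 uM D-luciferin and 10 uM ATP in 50 mM Tris acetate pH 7.5, 10 mM Mg acetate, 0.01% Tween-20, 0.05% BSA; 6-point qHTS titration about 60 µM downward; luminescence read.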
* hit, by the source's call; ? = inconclusive; nt = not tested or not shown; [ ] = remark or other dose. Unless noted, calls follow the shape of the dose curve; as a rule, active = well fitted curve in the direction sought with a large enough effect; inconclusive = small, poorly fitted or top-dose-only effect, or another doubt; inactive = no such curve, though single readings can be large; an effect the other way counts as inactive or inconclusive.

SMILES	p53 reactivation	ELG1 genotoxic	ELG1 repair inh	Tb PFK inh	RORg inh	BRCA1 expr act	VP16 counter	NPC1 prom act	Rab9 prom act	TRPV1 agonist	FLuc modulator
CCOC(=O)C1CCN(c2c(N3CCCCCC3)c(=O)c2=O)CC1	5%	1%	23%	-1%	3%	5%	-2%	4%	2%	0	-2%
COc1cccc(-n2nnnc2SCC(=O)Nc2ccc3c(c2)OCCO3)c1	-1%	15%	-1%	-21%	?	-7%	-22%	-1%	-1%	1	-1%
Cc1ccc(NC(=O)C2CCCN(c3ncccn3)C2)cc1F (centres undefined)	?	9.2µM*	?	-10%	35%	?	14%	3.5µM*	?	?	11µM*
Cc1cc2occ(CC(=O)N(C)CC(=O)Nc3ccccc3Cl)c2cc1C	-7%	1%	16%	-6%	nt	-20%	nt	-1%	-2%	21	2%
O=C(NCCOc1ccccc1F)c1cccc(S(=O)(=O)N2CCN(c3ccccc3)CC2)c1	1%	-3%	?	3%	nt	-40%	nt	-7%	0%	2	0%
CCOc1ccc(CCNC(=O)CN2C(=O)NC3(CCc4ccccc43)C2=O)cc1OCC (centres undefined)	-8%	0%	1%	0%	nt	-14%	nt	0%	-3%	-2	-2%
COc1ccc(Cl)cc1NC(=O)CSc1nc(=O)n(CCN(C)C)c2c1CCCC2	-5%	-9%	-3%	-8%	nt	-40%	nt	-3%	3%	2	2%
O=c1c2cc(NC(=S)NC3CC3)ccc2nc2n1CCCCC2	-5%	3%	17%	1%	-1%	18%	-10%	1%	7%	4	4%
Cc1cccc(NC(=O)C(=O)C2C(=O)Nc3ccccc32)c1 (centres undefined)	8%	4%	9%	4%	-25%	0%	-3%	21%	18%	-5	15µM*
C/C(=N\NC(=O)c1ccc(Cl)cc1)c1ccc(N2CCOCC2)cc1	-2%	7%	24%	0%	-24%	-16%	5%	-2%	1%	-1	-4%
CCN(CC)S(=O)(=O)c1cc(Cl)ccc1OC	-1%	0%	-8%	-2%	4%	-34%	-8%	-2%	-4%	1	0%
CC[C@]12c3[nH]c4cc(-c5ccco5)ccc4c3CCN1C(=O)[C@@H](CC(=O)NCCCN(C)C)C[C@@H]2C(=O)N1CCN(C(=O)C2CC2)CC1	-4%	4%	14%	-3%	nt	15%	nt	nt	nt	nt	nt
NCC(=O)Nc1ccc(Br)cc1	5%	11%	?	-11%	5%	-10%	17%	4%	14%	-10	-4%
COCCNC(=O)NC(=O)CSc1nc(C)c(C)c(C)n1	0%	1%	-6%	-5%	3%	2%	-11%	-1%	-4%	2	0%
COc1cc(OC)cc(-c2c(-c3ccc(F)cc3)c3cc(-c4ccc(SC)cc4)ccc3n2C)c1	-1%	1%	?	-2%	nt	-3%	nt	nt	nt	nt	nt
O=C(Nc1ccnn1C1CCN(C(=O)c2cnsn2)CC1)c1cccc(F)c1	19%	4%	?	0%	9%	-9%	-6%	-3%	16%	6	-12%
CSc1ccc(C2N=C(c3ccccc3)NO2)cc1 (centres undefined)	?	?	?	-4%	-10%	?	-12%	1.3µM*	1.8µM*	24	8.5µM*
Cc1nn(CC(=O)N(C)c2c(N)n(Cc3ccccc3)c(=O)[nH]c2=O)c(C)c1[N+](=O)[O-]	5%	-4%	10%	-6%	nt	-14%	nt	0%	0%	-7	5%
CCOC(=O)/C=C/S(=O)(=O)c1ccc(NC(C)=O)cc1	-15%	9%	?	-7%	3.5µM*	-89%[inhibitor]	3.5µM*	-7%	-24%	1	-15%
O=C(Nc1nnc(SCc2ccccc2F)s1)C1=COCCO1	17%	10µM*	?	3%	?	91%	?	2.5µM*	3.5µM*	10	17µM*

RORg inh: what is marked active above
SMILES,p53 reactivation,Tb PFK inh,RORg inh,BRCA1 expr act,NPC1 prom act,Rab9 prom act,TRPV1 agonist
CCOC(=O)/C=C/S(=O)(=O)c1ccc(NC(C)=O)cc1,-15%,-7%,3.5µM*,-89%[inhibitor],-7%,-24%,1

The listing continues:
SMILES	p53 reactivation	ELG1 genotoxic	ELG1 repair inh	Tb PFK inh	RORg inh	BRCA1 expr act	VP16 counter	NPC1 prom act	Rab9 prom act	TRPV1 agonist	FLuc modulator
CCOc1ccc(N=CNc2ccc(OCC)cc2)cc1	-3%	-1%	4%	-23%	-15%	-1%	1%	12%	-5%	-3	?
Cc1ccc(N(CC(=O)NC2CCCCC2)C(=O)CNC(=O)c2cccs2)cc1	-2%	6%	1%	0%	-19%	-25%	-3%	2%	-3%	0	-1%
CCCN1CN(c2ccccc2)C(=S)N(c2ccccc2)C1	3%	1%	0%	0%	?	-1%	?	-2%	11%	-2	0%
Cc1ccc(C(=O)O)cc1S(=O)(=O)Nc1ccccc1C(=O)NC1CC1	6%	1%	23%	10%	nt	-8%	nt	-3%	-1%	3	2%
O=C(CCN1C(=O)C2CC=C(Cl)CC2C1=O)NC1CCCCC1 (centres undefined)	3%	4%	9%	-6%	-1%	4%	3%	1%	-4%	0	2%
Cc1nn(CC(=O)Nc2ccc3c(c2)OCO3)c(C)c1Cl	-3%	6%	25%	2%	5%	46%	24%	8%	8%	2	-9%
Clc1ccc(Cn2cc(/C=N/n3cnnc3)c3ccccc32)cc1	-6%	-5%	?	?	-29%	-64%	-11%	1%	-3%	2	3%[2.3 µM]
CN(C)c1ccc(/C=N/NC(=O)C(O)c2ccc(Br)cc2)cc1 (centres undefined)	15%	1%	-1%	-1%	10%	-9%	6%	-1%	-3%	2	-17%
CC(=O)Nc1nc(C)nc(-c2ccccc2)c1C(C)=O	-3%	-1%	14%	?	-8%	-22%	-5%	0%	-5%	1	3%
CSc1ncc(Cl)c(C(=O)Nc2cc(C)ccc2C)n1	-2%	0%	0%	-2%	1%	-12%	3%	1%	-2%	4	0%
COc1ccc(OC)c(NC(=O)COC(=O)C2CCC2)c1	?	1%	-6%	-12%	nt	-12%	nt	1%	14%	0	nt
Nc1ccc(-c2nc3ncccc3o2)cc1	-7%	?	?	0%	?	36%	1%	?	?	-7	?
CC1CCN(C(=S)NC(=O)c2ccc(F)cc2)CC1	2%	-1%	11%	-3%	nt	-2%	nt	nt	nt	nt	nt
CCC(=O)Nc1nc(N)n(-c2ccccc2)n1	6%	0%	-3%	-7%	21%	10%	-9%	1%	-4%	-1	4%
Cc1nc(NC(=O)c2cccc(Cl)c2)sc1C(=O)N1CCCCC1	-1%	-7%	?	3%	40%	?	-12%	-11%	-8%	27	1%
COc1ccc(/C=C/c2ccccc2)cc1[C@H]1[C@H]2C=CC[C@@H](C)[C@@H]2C(=O)N1Cc1ccccc1	1%	-7%	?	-1%	1%	-26%	-20%	-6%	-10%	?	-1%
CC(C)C(O)(C(=O)NNc1ccccc1)C(C)C	-3%	0%	22%	1%	1%	-11%	-3%	0%	-3%	-1	7%
CC(=O)c1ccc(S(=O)(=O)NCC(=O)Nc2nc3ccccc3[nH]2)cc1	0%	-1%	-7%	1%	nt	-23%	nt	-2%	-6%	1	3%
CC12CC3CC(C)(C1)CC(C(=O)NC(=S)N1CCOCC1)(C3)C2	-3%	-4%	-8%	-3%	1.1µM*	-2%	2.8µM*	1%	2%	14	4%
COc1cc(S(=O)(=O)NCc2ccc3c(c2)OCO3)ccc1Cl	-1%	-2%	-1%	3%	25%	0%	8%	-2%	-1%	2	1%
O=C1C(=C(O)c2ccccc2)C(=O)c2ccccc21	-3%	0%	?	1%	?	-1%	1%	6%	-4%	-1	?
O=C(OCc1ccc([N+](=O)[O-])cc1Cl)c1cnccn1	nt	3%	0%	4%	nt	-25%	nt	6%	7%	-4	2%
O=C(COc1ccc(Cl)cc1Cl)NCC(=O)N/N=C/c1c[nH]c2ccccc12	0%	3%	-5%	-5%	-3%	-10%	-1%	-2%	-3%	-4	0%
Cc1cccc(OCC(=O)N2CCc3ccccc3C2)c1	15%	10%	?	-2%	24%	80%	?	26%	16%	?	?
CCCOc1cccc(C(=O)Nc2cccc(NC(=O)c3ccco3)c2)c1	4%	-3%	-23%	3%	?	-68%	6%	-3%	-6%	9	17µM*
CCNC(=O)NC(=O)CSc1nc2ccccc2n1CCOC	3%	-2%	1%	-2%	28%	-14%	1%	1%	-3%	-2	-2%
COc1ccc(C)cc1NC(=O)C1CCN(S(=O)(=O)c2cccs2)CC1	4%	5%	19%	-2%	2%	-10%	-7%	-3%	1%	1	1%
COc1cc(NC(=O)COc2ccccc2)c(OC)cc1NC(C)=O	5%	-7%	-24%	7%	11%	0%	-6%	2%	-2%	6	6%
COCC(=O)Nc1ccc(Br)c(C)c1	1%	3%	?	1%	22%	0%	7%	-1%	-2%	6	-11%
